# Screens as filed in PubChem BioAssay.
# bIAP inh: blocks bovine intestinal alkaline phosphatase activity; purified bovine IAP, CDP-star luminescence, 30 min; inhibition, % at 20 µM; 190,000 tested, under 10 active;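 active = over 50% inhibition of intestinal alkaline phosphatase at 20 µM in the single-dose screen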
#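 Assay system – bovine IAP enzyme · Quantity – bovine IAP at 1/65,000,000 final dilution · Detection – CDP-star luminescence signal · Times – 30 min reaction at room temperature · Also added – CDP-star substrate at 30 µM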
# RAM network inh: yeast RAM network inhibition. inhibition, % at 50 µM. S. cerevisiae dse1pr::URA3 reporter, 5-FOA growth OD615, 2 d; analog-sensitive cbk1-as2 kinase mutant strain. 1.8% of 190,000 active;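 active = inhibition above a set limit, 3 SD over mean compound inhibition, cut at about 8.4% in these data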;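 also: 0% = DMSO-only wells with no growth and 100% = 10 µM 1-NA-PP1 full growth; inhibition rescues growth on 5-FOA so higher OD means more RAM inhibition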
# SRC2 TRFRET art: flags TR-FRET format artefacts in PPARgamma SRC-2 recruitment agonist screen. TR-FRET artefact counter-screen; hits give high values. TR-FRET ratio at 8 µM. 0.4% of 200,000 active; in the data active = TR-FRET ratio above about 2000; also: inactives centre near 1500; reference of the scale not given here
# PPARg SRC3 recr: agonists of human PPARgamma SRC-3 coactivator recruitment; biochemical PPARgamma/SRC-3 coactivator recruitment assay; activation, % at 8 µM; 0.26% of 200,000 active; in the data active = activation above about 23%;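 also: 0% = DMSO and 100% = reference agonist; some compounds past the cut are filed as inactive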
# Target sequence (P37231 whole entry, looked up): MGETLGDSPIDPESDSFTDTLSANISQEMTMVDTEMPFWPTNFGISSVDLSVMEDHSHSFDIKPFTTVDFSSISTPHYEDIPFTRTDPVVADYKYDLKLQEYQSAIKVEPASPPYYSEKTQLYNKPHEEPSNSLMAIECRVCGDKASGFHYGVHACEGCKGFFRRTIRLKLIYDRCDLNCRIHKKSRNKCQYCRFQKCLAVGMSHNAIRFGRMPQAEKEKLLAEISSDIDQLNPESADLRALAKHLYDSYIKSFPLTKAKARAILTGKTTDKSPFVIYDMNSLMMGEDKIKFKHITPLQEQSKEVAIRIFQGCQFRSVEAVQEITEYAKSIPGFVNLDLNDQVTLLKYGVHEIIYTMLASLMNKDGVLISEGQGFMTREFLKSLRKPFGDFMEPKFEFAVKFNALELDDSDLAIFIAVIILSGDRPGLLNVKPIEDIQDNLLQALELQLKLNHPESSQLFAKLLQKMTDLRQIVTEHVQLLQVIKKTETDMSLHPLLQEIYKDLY
# S1P3 antagonist: S1P3 (human) receptor antagonism | 0.27% of 170,000 active | AID 485 | Q99500 | CHO S1P3 NFAT-BLA reporter, FRET fluorescence, antagonist mode | inhibition, % at 4.98 µM;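 active = inhibition above the plate cutoff, the mean inhibition of test wells on that plate plus 3 SD, cut at about 28% in these data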;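 also: cells challenged with S1P at its EC80 of 0.8 µM; blue over green emission ratio from cleaved BLA substrate after 4 h stimulation; 0% = S1P-stimulated wells and 100% = unstimulated DMSO-only wells; some compounds past the cut are filed as inactive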
# DTT redox prof: compounds producing H2O2 with reducing agent – biochemical, NIH compound library profiling, artefact control for MLSCN library redox annotation, primary screen | 0.03% of 200,000 active | activation, % at 10 µM | DTT-dependent redox cycling H2O2, phenol red/HRP absorbance; 100% = 100 µM peroxide control, 0% = buffer;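 active = activation of at least 50% relative to the plate's high and low controls in the primary single-dose screen; inactive = activation below 50%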;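 also: compound incubated with DTT at 0.8 mM final as the reducing agent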
# ROMK mod: modulators of human ROMK potassium channel | B-score at 10 µM | Tet-inducible ROMK, thallium flux fluorescence; actives lie on both sides | 2% of 130,000 active;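 active = signal ratio slope over the read window, or its plate-corrected B-score, at least 3 SD from the plate mean, either direction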;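 also: B-score of the F/F0 ratio slope over 7 to 12 s after thallium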
# Target sequence (P48048 whole entry, looked up): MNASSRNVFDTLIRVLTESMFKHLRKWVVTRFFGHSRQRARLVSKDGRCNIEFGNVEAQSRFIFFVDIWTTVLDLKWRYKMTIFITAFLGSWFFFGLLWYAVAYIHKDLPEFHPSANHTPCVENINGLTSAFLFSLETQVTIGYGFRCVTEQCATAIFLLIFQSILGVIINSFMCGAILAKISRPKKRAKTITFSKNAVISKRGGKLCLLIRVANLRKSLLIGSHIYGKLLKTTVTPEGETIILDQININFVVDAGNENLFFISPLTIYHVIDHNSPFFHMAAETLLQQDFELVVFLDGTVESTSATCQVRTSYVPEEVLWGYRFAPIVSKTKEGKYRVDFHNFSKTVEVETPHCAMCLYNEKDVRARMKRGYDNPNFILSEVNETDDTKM
# Efa HMGR inh: blocks class II HMG-CoA reductase of Enterococcus faecalis; purified E. faecalis HMGR, NADPH absorbance 340 nm kinetic; inhibition, % at 10 µM; 0.41% of 190,000 active;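 active = inhibition above a set limit, the median over all tested compounds plus 3 SD, cut at about 9.5% in these data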;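 also: enzyme runs in reverse so mevalonate oxidation gives rising NADPH absorbance; 0% = complete reaction with DMSO and 100% = background rate lacking mevalonate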
# PPARg SRC-1 ag: PPARgamma-driven SRC-1 recruitment agonism | P37231 | PPARgamma-SRC-1 coactivator recruitment biochemical assay | activation, % at 8 µM | 0.41% of 200,000 active | AID 631; in the data active = activation above about 19%;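 also: 0% = DMSO and 100% = reference agonist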
# L major viab: inhibitors of Leishmania major promastigote growth; inhibition, % at 10 µM; 9% of 200,000 active; Leishmania major promastigotes, resazurin fluorescence viability; AID 1063; in the data active = inhibition above about 50%;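 also: promastigotes grown with compound for 44 hours at 28 °C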
# PPARg SRC-2 ag: promotes SRC-2 coactivator recruitment by human PPARgamma; PPARgamma LBD-SRC-2 recruitment, biochemical; activation, % at 8 µM; 0.34% of 200,000 active; AID 1032; in the data active = activation above about 22%;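 also: 0% = vehicle and 100% = reference agonist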
# Starred values were filed as active, the others as inactive; · = no result given.
SMILES,bIAP inh,RAM network inh,SRC2 TRFRET art,PPARg SRC3 recr,S1P3 antagonist,DTT redox prof,ROMK mod,Efa HMGR inh,PPARg SRC-1 ag,L major viab,PPARg SRC-2 ag
COc1cccc(CNc2nc(-c3cccnc3)nc3ccccc23)c1,11,0.5,1429,3,-4,-0.5,·,-3,1,76*,6
Cn1nc(-c2ccc(N3CCOCC3)c(NC(=O)COc3ccccc3)c2)c2ccccc2c1=O,·,·,1436,13,-19,3.8,·,·,1,25,1
O=C(Nc1cccc(-c2nc3ncccc3o2)c1)c1ccccc1,11,6.1,1504,3,-19,-0.1,2.4,0,-3,100*,13
CCCCNC(=S)NCc1ccc2[nH]c3c(c2c1)CCCC3,-4,7.2,1714,5,-10,-1.2,-0.73,-1,5,-6,-4
O=C(COC(=O)c1cc(C(F)(F)F)cc(C(F)(F)F)c1)NCc1ccc(Cl)cc1,-36,2.4,1569,-2,-8,-0.4,·,-3,-4,50*,9
CCCS(=O)(=O)N1CCN(C(=O)COc2ccc(OC)cc2)CC1,4,-0.8,1403,2,·,0.1,-1.8,0,4,-2,7
CC(C)CCNC(=O)c1cc(-c2ccncc2)nc2ccc(S(=O)(=O)N3CCOCC3)cc12,1,-0.4,1570,2,7,0.4,1.3,6,4,-2,4
CN(CC(=O)N1CCN(C2CCCCC2)CC1)S(=O)(=O)c1cccc2nsnc12,0,0.7,1432,-8,3,2.9,·,1,-4,5,-4
Cc1ccc(C(=O)N(CC(=O)NC2CCCCC2)c2ccccc2C)s1,-10,2.1,1532,-2,·,1.3,·,-4,-8,2,5
CC(=O)N1CCCc2cc(S(=O)(=O)NC(C(=O)NC3CCCCC3)C(C)C)ccc21 (stereo not drawn),15,-0.8,1621,5,-10,-0.5,-0.9,1,-2,-4,9
CCOC(=O)C1=C2c3cc(OC)c(OC)cc3CC(C)(C)N2C(=O)C1=O,-6,0.3,1496,7,10,-0.2,0.39,-1,5,-5,4
COc1cc(-c2nc3ccc(N4CCN(C)CC4)cc3[nH]2)cc(OC)c1OC,-23,-1.0,1581,-1,-20,-0.2,-0.1,-3,3,14,-5
Cc1[nH]nc2c1C(c1cccs1)C1=C(CC(C)(C)CC1=O)N2 (stereo not drawn),-44,-0.2,1534,6,-13,-0.1,-0.061,0,4,23,5
COc1ccc(S(=O)(=O)N(C)CC(=O)NC2CCCCC2)cc1Cl,12,-0.1,1569,-17,·,0.5,·,1,-9,1,-3
CCOc1ncccc1C(=O)Nc1ccc(-c2ccc3nnc(C)n3n2)cc1,-2,0.8,1594,5,-4,0.3,0.9,-4,0,-6,-1
COc1cc2c(cc1OC)C(C(=O)NCCN1CCOCC1)C1c3ccccc3CCN1C2=O (stereo not drawn),-13,0.6,1631,2,-6,-1.4,-2.5,3,-1,2,2
O=c1cc(CN2CCCCCC2)nc2sccn12,-7,-0.5,1556,2,-11,-1.4,-0.11,-12,1,23,5
Cc1ccc(-c2cc(-c3cccs3)[nH]n2)c(O)c1,-22,0.9,1632,5,·,-0.4,·,-3,2,9,6
CCOC(=O)c1c(C)[nH]c(C(=O)CN2C(=O)C(=O)N(CC(C)C)C2=O)c1C,-4,2.3,1664,2,-9,-0.1,0.021,-1,-3,-3,1
O=C(O)/C=C/c1ccc(S(=O)(=O)N(CCO)CCO)cc1,-3,0.6,1654,4,4,-0.7,0.21,0,2,-4,-1
CCN(CC)CCCNC(=S)N1CCn2c(nc3ccccc32)C1,13,1.1,1465,6,-3,-0.3,-1.2,2,1,9,-1
O=C(OCC1CC(c2ccccc2Cl)=NO1)c1ccc(Br)cc1 (stereo not drawn),22,2.0,1495,0,0,0.4,·,-1,-10,-5,-11
O=C(Nc1ccc(CN2CCOCC2)cc1)c1cccc(F)c1,6,0.8,1508,8,10,-0.1,-0.1,3,4,28,-4
CC(=O)Nc1c(C(=O)N2CCN(c3ncccn3)CC2)cnn1-c1ccccc1Cl,·,·,1450,2,-36,2.4,·,·,5,-10,9
CC1CN(C(=O)CSc2nnc(-c3ccncc3)n2-c2ccccc2)CC(C)O1 (stereo not drawn),3,2.1,1667,2,-1,-2.2,·,-2,-1,2,4
CC(=O)N1CCc2cc(S(=O)(=O)NC3CCCc4ccccc43)ccc21 (stereo not drawn),44,6.5,1452,0,·,2.6,·,1,6,3,-3
COc1ccc(C2=Nn3c([n+](C)c4ccccc43)SC2)cc1,16,0.1,1730,1,-26,1.0,·,-3,5,100*,-2
CCOC(=O)Cc1nn(CC)c(=O)c2ccccc12,3,0.6,1490,3,-22,0.2,0.79,5,-7,-7,0
Cc1ccc(S(=O)(=O)c2cc(C#N)c(=O)[nH]c2N)cc1,-6,4.3,1650,-1,·,1.0,·,1,-4,-9,8
O=C(Nc1ccc(Cl)cn1)c1ccccc1F,12,1.5,1617,2,·,0.5,2.3,-1,9,-4,12

# Looked up one by one from above, 2 records:
SMILES,bIAP inh,RAM network inh,SRC2 TRFRET art,PPARg SRC3 recr,S1P3 antagonist,DTT redox prof,ROMK mod,Efa HMGR inh,PPARg SRC-1 ag,L major viab,PPARg SRC-2 ag
CC(=O)N1CCc2cc(S(=O)(=O)NC3CCCc4ccccc43)ccc21 (stereo not drawn),44,6.5,1452,0,·,2.6,·,1,6,3,-3
Cc1ccc(S(=O)(=O)c2cc(C#N)c(=O)[nH]c2N)cc1,-6,4.3,1650,-1,·,1.0,·,1,-4,-9,8

# Next part:
SMILES,bIAP inh,RAM network inh,SRC2 TRFRET art,PPARg SRC3 recr,S1P3 antagonist,DTT redox prof,ROMK mod,Efa HMGR inh,PPARg SRC-1 ag,L major viab,PPARg SRC-2 ag
Cc1ccc(S(=O)(=O)N=Nc2c(O)[nH]c3ccccc23)cc1,4,-1.0,1621,3,·,0.0,0.78,-3,5,-5,16
CC(C)CCNC(=O)c1ccc(Cl)c(N)c1,-5,-0.5,1260,0,5,-0.3,0.04,-1,-6,17,2
O=C(Nc1ccccc1C(=O)N/N=C/c1ccco1)c1ccccc1Cl,-12,3.1,1432,1,·,-3.5,0.16,0,-9,15,0
O=C(c1ccccc1)N1CCN(C(=O)c2ccccc2Br)CC1,-2,-0.5,1460,-18,-4,0.0,0.2,-4,-8,0,-11
CC1CCCC(NC(=O)COC(=O)CN2C(=O)C3CCCCC3C2=O)C1C (stereo not drawn),22,0.1,1469,-1,3,0.5,·,-1,3,-7,5
CS(=O)(=O)c1ccc(Cl)c(NC(=O)Cc2c(Cl)cccc2Cl)c1,12,3.8,1401,0,-6,-1.7,-1,-1,7,-7,1
CCCn1c(SCC(=O)NCc2ccc(OC)cc2)n[nH]c1=O,-2,0.4,1803,3,-7,-0.7,0.095,5,12,-8,11
CC1=NN(C(C#N)c2ccc(F)cc2)C(C)(C)C1 (stereo not drawn),3,2.3,1759,3,-19,-2.3,-0.96,3,2,0,-6
S=c1[nH]cnc2scc(-c3ccccc3)c12,3,1.0,1900,0,-5,-1.1,6.1*,-2,4,99*,2
COc1ccccc1OCCCC(=O)Nc1nccs1,-4,2.1,1617,2,-18,-1.5,0.66,2,8,-1,-3
O=C(/C=C/c1ccccc1)NNC(=O)c1cccc(Cl)c1,-1,4.5,1386,3,·,7.3,·,1,4,-5,-3
CCN(CC)S(=O)(=O)c1cccc(-c2nnc(SCC(N)=O)n2CCc2ccccc2)c1,2,2.5,1499,0,3,2.6,·,1,6,-6,-3
C=CCN1C2CCCC1CC(NC(=S)Nc1cccc(OC)c1)C2 (stereo not drawn),9,0.0,1510,-2,-4,-0.3,-0.13,-2,8,54*,1
Cc1ccc(S(=O)(=O)CC(=O)N2CCCC2)cc1,3,-0.1,1574,-1,·,-0.6,0.65,3,2,-8,5
CCOc1ccc(NC(=NCc2ccc3c(c2)OCO3)SC2CC(=O)N(c3ccc(OCC)cc3)C2=O)cc1 (stereo not drawn),10,1.7,1400,6,·,0.2,-0.91,-2,4,4,-10
CCCCC(=O)Nc1cc(-c2nc3ncccc3o2)ccc1C,-4,1.7,1652,6,7,0.6,-0.33,-1,12,99*,9
CC(/C=C/c1ccc(N(C)C)cc1)=N\N=C1\NC(=O)CC(C(=O)Nc2ccccc2)S1 (stereo not drawn),2,1.3,1499,0,-1,-0.3,-1.5,-7,9,9,4
CSCCC(Nc1ccc(S(=O)(=O)N2CCOCC2)cc1[N+](=O)[O-])C(=O)OCC(=O)N(C(C)C)C(C)C (stereo not drawn),1,1.3,1723,4,-5,-0.5,-0.39,-4,0,6,3
Cc1ccc(NC(=S)NCc2ccccc2Cl)c(C)c1,13,2.0,1514,0,-4,-0.2,-0.19,-2,-2,22,8
O=C(COC(=O)Cc1ccc(S(=O)(=O)N2CCOCC2)s1)NCCc1ccccc1,-6,1.6,1418,-9,·,0.1,·,·,-2,-3,9
CC1(C)Cc2c(sc3c2c(=N)n(Cc2ccco2)c(=O)n3Cc2ccc(Cl)cc2)CO1,-1,1.8,1895,3,·,0.2,-0.064,-5,6,15,9
O=C(Nc1ccc(O)cc1)c1ccc(C(=O)c2ccccc2)o1,18,2.8,1775,7,-8,2.8,·,-7,8,-3,8
Cc1ccc(Oc2ccccc2/C=C2\SC(=O)N(C)C2=O)cc1,14,5.2,1457,-13,·,3.3,·,-7,2,3,-9
O=C(CSc1nnnn1-c1ccccc1)NC(=O)Nc1ccc2c(c1)OCCO2,7,3.4,1242,-1,·,0.3,0.011,-3,-4,-1,-4
Cc1ccc(-c2nnn(CC(=O)N3CCN(c4ccccc4)CC3)n2)o1,16,1.1,1349,-8,-12,3.0,·,-3,-7,-2,-8
CCOC(=O)/C(C#N)=C1/SC(CCO)C(=O)N1c1ccccc1 (stereo not drawn),28,0.3,1713,-5,·,-2.0,1.8,-7,12,3,-1
COc1cc(NC(=O)C2CCCCN2)ccc1OCC(C)C (stereo not drawn),9,0.7,1472,3,-16,0.3,·,-5,2,-6,4
CC(=O)NN1C(=O)/C(=C\c2ccc(C)cc2)SC1=S,-3,2.9,1633,0,·,-3.6,·,-12,8,-5,1
CCOC(=O)N1CCN(C(=O)Cn2c(=O)sc3ccccc32)CC1,6,0.9,1647,10,·,-1.4,·,-5,5,0,0
CCC1(CC)C(=O)NC(=O)NC1=NCCc1ccc(O)cc1,4,0.4,1648,6,-9,1.1,·,1,5,-5,2
COc1ccc2[nH]c(O)c(NC(C)=O)c2c1,6,1.2,1475,-9,-28,3.0,·,-5,4,-1,8
CCc1nn2c(=O)cc(COc3ccc(/C=C4\C(=N)N5N=C(C)SC5=NC4=O)cc3)nc2s1,-6,0.5,1702,0,-2,-0.3,1.2,-1,7,-3,-1
CCOc1ccc(NC(=O)CC2C(=O)N(c3cccc(OC)c3)C(=O)N2C(C)C)cc1 (stereo not drawn),-12,-0.1,1284,2,-7,0.4,·,-1,-7,0,-8
COc1ccc(NC(=O)CSc2cccc3cccnc23)c(OC)c1,23,1.1,1481,-2,-6,-0.2,0.078,-2,2,-2,0
CCn1cc(Br)c(C(=O)Nc2cccc(Cl)c2)n1,32,-0.3,1390,-3,19,2.1,·,1,-4,4,-9
